Screening data from PubChem BioAssay.
NTR1 ag – NTR1-driven beta-arrestin-GFP spot formation – imaging, U2OS cells, high content, primary screen (AID 493036) | P30989 | agonist mode | activation, % at 20 µM | actives 0.17% (n = 330,000);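 active = activation at or above 40% of the spot to cytoplasm intensity ratio, with at least 20 cells analyzed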;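 also: 0% = DMSO without peptide and 100% = 100 nM NTR1 peptide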
Target sequence (P30989 whole entry, looked up): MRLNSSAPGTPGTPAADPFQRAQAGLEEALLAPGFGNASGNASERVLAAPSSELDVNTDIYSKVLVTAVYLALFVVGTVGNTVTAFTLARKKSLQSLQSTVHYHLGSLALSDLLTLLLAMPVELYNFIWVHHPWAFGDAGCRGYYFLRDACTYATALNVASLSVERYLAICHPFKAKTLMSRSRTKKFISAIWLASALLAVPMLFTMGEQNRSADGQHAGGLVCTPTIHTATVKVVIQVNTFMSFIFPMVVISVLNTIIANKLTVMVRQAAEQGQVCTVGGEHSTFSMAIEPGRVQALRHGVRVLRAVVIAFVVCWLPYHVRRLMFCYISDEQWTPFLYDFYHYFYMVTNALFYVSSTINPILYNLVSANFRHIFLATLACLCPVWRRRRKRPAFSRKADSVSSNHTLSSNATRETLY
NTR1 ag cell count 20 µM – recorded beside NTR1 ag, whose call it bears; cell count; measured here: cell count, cytotoxicity flag
Active calls of the source: *. An excerpt; count on the stated rates, not on these rows.

SMILES | NTR1 ag | NTR1 ag cell count 20 µM
O=C(CC1SC(N2CCCCC2)=NC1=O)Nc1ccc(C(=O)NCCc2ccc(F)cc2)cc1 (stereo unspecified) | 2.3 | 45
CCN(C(=O)CSc1nc2ccccc2o1)C1CCS(=O)(=O)C1 (stereo unspecified) | 1.1 | 56
Cc1ccc(C(=O)N(C)CCOc2ccccc2)cc1S(=O)(=O)N1CCOCC1 | -3.1 | 54
CCOc1ccc(CCNC(=O)COC(=O)c2c(OC)cccc2OC)cc1OCC | -0.3 | 59
O=C(NCCCN1CCCC1=O)c1cccc(NS(=O)(=O)c2ccc(Br)cc2)c1 | -0.2 | 78
COC(=O)c1ccc(/C=C/C(=O)OCC(=O)Nc2sccc2C(N)=O)cc1 | 45* | 53*
COc1cc(OC)cc(C(=O)NC(C(=O)Nc2ccc3c(c2)OCCO3)C(C)C)c1 (stereo unspecified) | -1.6 | 70
CCOC(=O)[C@H]1[C@H]2COc3ccc(OC)cc3[C@@H]2N2C(=O)CN(Cc3ccc(OC)cc3)C(=O)[C@@]12C | 2.1 | 47
O=C(COC(=O)Cc1n[nH]c(=O)c2ccccc12)NNC(=O)c1ccccc1 | -1.0 | 74
COC(=O)CCCN1C(=O)NC(c2ccc(-c3ccccc3)cc2)C(C(=O)OCc2ccccc2)=C1C (stereo unspecified) | 6.8 | 73
COc1ccc(CC(=O)OCCc2cc3cc(OC)c(OC)cc3c(=O)o2)cc1 | 1.9 | 56
CC(=O)NS(=O)(=O)c1ccc(NC(=O)c2ccc3c(c2)NC(=O)CS3)cc1 | 2.8 | 46

Brought forward from above: two compounds; new compounds follow.
SMILES | NTR1 ag | NTR1 ag cell count 20 µM
COc1ccc(CC(=O)OCCc2cc3cc(OC)c(OC)cc3c(=O)o2)cc1 | 1.9 | 56
CC(=O)NS(=O)(=O)c1ccc(NC(=O)c2ccc3c(c2)NC(=O)CS3)cc1 | 2.8 | 46
COc1cc(C(C)=O)ccc1OCC(=O)NCC(c1ccc(F)cc1)N1CCOCC1 (stereo unspecified) | -0.6 | 57
CN(C)C1=NCCN1CCCC1CCCC1 | -2.1 | 85
O=C(OCC(=O)N1CCOCC1)c1ccccc1OCc1ccccc1Cl | 0.7 | 59
CCOC(=O)[C@H]1[C@H]2COc3ccc(C)cc3[C@@H]2N2C(=O)CN(Cc3ccc(OC)cc3)C(=O)[C@@]12C | 2.9 | 48
CCN(CC)S(=O)(=O)c1ccc(Cl)c(NC(=O)COC(=O)c2nc3nc(C)cc(C)n3n2)c1 | -2.0 | 55
CN(CC(=O)Nc1c(Cl)cccc1Cl)C(=O)CNC(=O)c1ccc2ccccc2c1 | 1.0 | 61
Cc1cccc(-c2nn(-c3ccccc3)cc2C(=O)N(C)CC(=O)Nc2ccc(N3CCOCC3)cc2)c1 | 1.2 | 65
COCCCOc1cc(NCc2ccccc2)c2ncn(C(C)C)c2c1 | 2.1 | 53
CC(C)(C)OC(=O)NCCCCCNC(=O)c1[nH]cnc1C(=O)Nc1cccc(Cl)c1 | 16 | 56
Cc1c(Cl)cccc1NC(=O)COC(=O)C12CC3CC(CC(O)(C3)C1)C2 | -2.1 | 58
CC(C)C(NC(=O)c1ccccc1NC(=O)C(C)(C)C)C(=O)N1CCOCC1 (stereo unspecified) | 3.8 | 48
COc1ccc(CNC(=O)COC(=O)c2cc(C)nc3ccccc23)cc1 | 1.2 | 58
CCCCN1C(=N)N([C@@H](CN2CCC[C@H]2CN2C(N)=NC[C@@H]2Cc2ccccc2)C(C)C)C[C@H]1Cc1ccccc1 | -3.0 | 48
Cc1ccc(Cl)c(NC(=O)COC(=O)c2nn(-c3ccccc3)cc2O)c1Cl | -0.5 | 63
COc1cc2oc(=O)ccc2cc1[C@H](O)[C@@H](O)C(C)(C)O | 0.0 | 60
Cc1cc(C(=O)COc2ccc(Br)cc2F)c(C)n1C1CC1 | 0.8 | 49
CCN(C[C@H]1N[C@@](Cc2ccccc2)(C(=O)OC)[C@H]2C(=O)N(C)C(=O)[C@@H]12)C(=O)Nc1ccc(F)cc1 | -0.7 | 63
COCCN(C(=O)COC(=O)/C=C/c1ccc(OC)c(OC)c1)c1c(N)n(Cc2ccccc2)c(=O)[nH]c1=O | -0.1 | 58
COCCCn1c(SCC(=O)Nc2oc(C)c3c(C)n[nH]c(=O)c23)nc2ccccc2c1=O | -0.6 | 61
Cc1cc(C(=O)COC(=O)c2ccc(NC(=O)CC#N)cc2)c(C)n1C1CC1 | 2.0 | 68
CCCCCCSc1cc(-c2nc3ccc(C)cn3c2NCc2ccccc2)ccc1OC | 4.9 | 78
Cc1cccnc1NC(=O)c1ccc(Cl)c(S(=O)(=O)N2CCCCC2)c1 | -0.5 | 66
O=C(CSc1nnc(-c2ccco2)o1)Nc1c(F)cccc1F | 0.1 | 53
O=C(NCCc1ccccc1)C1CCN(C(=O)Nc2ccccc2)CC1 | 0.1 | 67
CCCCn1c(N)c(N(CCC(C)C)C(=O)c2ccc3c(c2)OCO3)c(=O)[nH]c1=O | 1.4 | 53
O=C(O)C1=CC[C@@H](c2ccc(Cl)cc2)N(S(=O)(=O)c2ccc(Cl)cc2)C1 | 6.4 | 98
O=C(COC(=O)COc1ccccc1)NCCC1=CCCCC1 | 3.2 | 47
CC1CCCCN1C(=O)COC(=O)c1cccc(NS(=O)(=O)c2ccccc2)c1 (stereo unspecified) | -0.7 | 61
CC1(C)Oc2ccc3ccc(=O)oc3c2[C@H](O)[C@H]1O | 0.3 | 52
O=C(CCN1CCN(Cc2ccccc2)CC1)NNC(=O)c1cc2ccccc2o1 | -0.3 | 62
O=C1CC(NS(=O)(=O)c2ccc([N+](=O)[O-])cc2)CN1c1ccc(Cl)cc1 (stereo unspecified) | 2.3 | 66
C[C@H](CO)N1C[C@H](C)[C@@H](CN(C)C)Oc2c(NS(=O)(=O)c3ccc(F)cc3)cccc2C1=O | -1.5 | 64
C#CCOCCOCCOCCNc1nc(N2CCN(C(=O)[C@H](CCCN=C(N)N)n3cc(C(N)[C@@H](C)CC)nn3)CC2)nc(N2CCN(C(=O)[C@H](CCCCN)n3cc([C@@H](N)CC(N)=O)nn3)CC2)n1 (stereo partly specified) | -1.5 | 62
C[C@H](CO)N1C[C@H](C)[C@@H](CN(C)C(=O)NC2CCCCC2)Oc2ccc(NC(=O)CCC(F)(F)F)cc2C1=O | -0.3 | 39
CCOc1ccc(C(=O)NC(C(=O)NCC(c2cccs2)N(C)C)C(C)C)cc1 (stereo unspecified) | -1.7 | 66
C=CC[C@@H](CC(=O)N(CCO)Cc1ccccc1)C(=O)N[C@H](COC(=O)[C@@H](CC=C)Cc1ccc(F)cc1)c1ccccc1 | 13 | 54
Cc1cc(C)c(C)c(S(=O)(=O)N2CCC(C(=O)NCCCN3CCOCC3)CC2)c1C | -0.7 | 69
Cc1ccc(C)c(OCC(=O)Nc2c(C)n(C)n(-c3ccccc3)c2=O)c1 | 4.8 | 57
Cc1ccc(C(CNS(=O)(=O)c2ccc(Br)cc2)N2CCN(C)CC2)cc1 (stereo unspecified) | 1.9 | 48
CSC(C1CCCC1)n1nnc2ccccc21 (stereo unspecified) | -3.3 | 54
CC[C@]12c3[nH]c4cc(-c5ccco5)ccc4c3CCN1C(=O)[C@@H](CC(=O)NCCc1ccccn1)C[C@@H]2C(=O)N1CCN(C(=O)c2ccco2)CC1 | 0.1 | 45
CC1CCN(C(=O)c2[nH]cnc2C(=O)N(C)Cc2ccccc2)CC1 | 0.2 | 58
COc1ccccc1OCC(=O)OCc1cc(-c2ccco2)on1 | 1.1 | 57
O=c1cc(-c2ccsc2)oc2ccccc12 | -1.7 | 55
CSc1nc(N)nc2c1ncn2CC(=O)NCc1ccccc1 | 1.1 | 69
CN(C)S(=O)(=O)c1ccc(N2CCCC2)c(C(=O)NNC(=O)COc2ccccc2F)c1 | 0.8 | 65
COc1ccc2oc(C(=O)NC3(C)CCS(=O)(=O)C3)c(C)c2c1 (stereo unspecified) | -0.9 | 64
O=C1CC2(CCCC2)C(=O)N1CN1CCN(S(=O)(=O)c2ccc(Cl)c(Cl)c2)CC1 | 4.4 | 47
CC1(C2CC2)NC(=O)N(CC(=O)NCc2ccc(Cl)cc2Cl)C1=O (stereo unspecified) | -2.3 | 52
CCN(CC(=O)Nc1ccc(NC(C)=O)cc1)C(=O)C1CC(=O)N(Cc2ccc(C)cc2)C1 (stereo unspecified) | 1.9 | 56
Cc1ccc(-c2nnc(SCC(=O)NCC3CCCO3)nc2-c2ccc(C)cc2)cc1 (stereo unspecified) | 1.6 | 55
O=C(CC1CCCC1)NNC(=O)c1ccc(Br)cc1 | 2.5 | 55
O=C(Nc1ccc2c(c1)OCCO2)c1cnn(-c2ccccc2)n1 | 1.0 | 47
COc1cccc(NC(=O)C2CCCC2)c1 | 0.4 | 44
C[C@H](CO)N1C[C@H](C)[C@@H](CN(C)S(=O)(=O)c2cccs2)Oc2c(NC(=O)Cc3ccccc3)cccc2C1=O | 0.8 | 50
Cc1ccn2c(=O)nc(SCC(=O)N3CCCC3)nc2c1 | -0.1 | 67
COc1ccccc1C(CNC(=O)COc1cc(C)ccc1Cl)N1CCCC1 (stereo unspecified) | 1.0 | 58
CCN1CCN(c2ccc(NC(=O)c3cccc(S(=O)(=O)N4CCCC4)c3)cc2)CC1 | -0.9 | 63
O=C(Cn1[nH]c(=O)c2ccccc2c1=O)N1CCN(S(=O)(=O)c2ccc(Cl)cc2)CC1 | 1.0 | 74
Cc1ccc(S(=O)(=O)Nc2ccc(-n3c(C)nc4ccccc4c3=O)cc2)cc1 | -0.4 | 60

An excerpt from above in order of count of non-hydrogen atoms, falling.
SMILES | NTR1 ag | NTR1 ag cell count 20 µM
C[C@H](CO)N1C[C@H](C)[C@@H](CN(C)S(=O)(=O)c2cccs2)Oc2c(NC(=O)Cc3ccccc3)cccc2C1=O | 0.8 | 50
CCN(CC(=O)Nc1ccc(NC(C)=O)cc1)C(=O)C1CC(=O)N(Cc2ccc(C)cc2)C1 (stereo unspecified) | 1.9 | 56
CN(C)S(=O)(=O)c1ccc(N2CCCC2)c(C(=O)NNC(=O)COc2ccccc2F)c1 | 0.8 | 65
O=C(Cn1[nH]c(=O)c2ccccc2c1=O)N1CCN(S(=O)(=O)c2ccc(Cl)cc2)CC1 | 1.0 | 74
Cc1ccc(S(=O)(=O)Nc2ccc(-n3c(C)nc4ccccc4c3=O)cc2)cc1 | -0.4 | 60
COc1ccccc1C(CNC(=O)COc1cc(C)ccc1Cl)N1CCCC1 (stereo unspecified) | 1.0 | 58
CC1(C2CC2)NC(=O)N(CC(=O)NCc2ccc(Cl)cc2Cl)C1=O (stereo unspecified) | -2.3 | 52
COc1ccc2oc(C(=O)NC3(C)CCS(=O)(=O)C3)c(C)c2c1 (stereo unspecified) | -0.9 | 64
Cc1ccn2c(=O)nc(SCC(=O)N3CCCC3)nc2c1 | -0.1 | 67
O=C(CC1CCCC1)NNC(=O)c1ccc(Br)cc1 | 2.5 | 55
COc1cccc(NC(=O)C2CCCC2)c1 | 0.4 | 44

The results go on.
SMILES | NTR1 ag | NTR1 ag cell count 20 µM
Cc1cccn2c(N)c(-c3ccccc3)nc12 | 0.1 | 75
CCOC(=O)Cc1csc(SCC(=O)NC2CCS(=O)(=O)C2)n1 (stereo unspecified) | -2.1 | 84
CCc1noc(C)c1C(=O)NNC(=O)c1ccc(N(CC)CC)cc1 | -0.3 | 66
Cc1ccc(CNC(=O)c2cc(-c3ccccc3)nn2Cc2cc(C)no2)cc1 | 5.7 | 48
CC(NC(=O)COC(=O)C1CCN(c2ccc(C(F)(F)F)cn2)CC1)c1ccc(F)cc1 (stereo unspecified) | -1.7 | 52
Cc1nc2ccc(NS(=O)(=O)c3ccc(F)c(F)c3F)cc2s1 | 4.4 | 51
CN1CCN(S(=O)(=O)c2ccc(C3CCCCC3)cc2)CC1 | 0.5 | 64
COC(=O)c1ccc(COC(=O)c2ccc(C)c(S(=O)(=O)N3CCCCC3)c2)cc1 | 2.3 | 55
N#Cc1ccc(CN2CCN(C(=O)c3cn(Cc4ccccc4)nc3-c3cccnc3)CC2)cc1 | -0.6 | 57
CNC[C@@H]1Oc2ccc(NC(=O)Nc3c(C)noc3C)cc2CC(=O)N([C@H](C)CO)C[C@H]1C | 1.6 | 57
CCN(CC(=O)Nc1ccccc1C(F)(F)F)C(=O)Cc1cccs1 | -0.5 | 66
CC(=O)CCC1CC(c2ccc(Cl)cc2)=NO1 (stereo unspecified) | 1.9 | 84
C[C@@H]1CN([C@@H](C)CO)C(=O)c2cccc(NC(=O)Nc3ccc4c(c3)OCO4)c2O[C@H]1CN(C)S(=O)(=O)c1cn(C)cn1 | -1.1 | 56
COc1ccc(S(=O)(=O)N2CCCCCC2)cc1C(=O)N(C)Cc1ccc(OC)c(OC)c1OC | 2.4 | 65
O=S(=O)(NCc1ccccc1)c1ccccc1NCCc1ccccc1 | 7.0 | 70
CC(NS(=O)(=O)c1cccc(C(=O)NCc2ccncc2)c1)c1ccccc1 (stereo unspecified) | 0.7 | 65
O=C(CCNC(=O)c1ccccc1Cl)Nc1cccc(S(=O)(=O)N2CCCC2)c1 | 1.5 | 45
CCOc1ccccc1NC(=O)CSc1nc(=O)n(Cc2ccccn2)c2c1CCC2 | 3.7 | 82
Cc1occc1C(=O)Nc1cccc(S(=O)(=O)N2CCOCC2)c1 | -1.4 | 54
O=C(NCc1ccccc1CN1CCCC1)C1CCN(S(=O)(=O)c2ccc(F)c(F)c2)CC1 | 0.7 | 60
CC(=O)Nc1ccc(SCC(=O)N(C)CC(=O)Nc2ccccc2Cl)cc1 | 1.1 | 56
C[C@H](CO)N1C[C@H](C)[C@@H](CN(C)S(C)(=O)=O)Oc2ccc(NC(=O)Nc3ccc4c(c3)OCO4)cc2C1=O | -1.1 | 35
O=C(C[C@H]1C/C=C\C[C@H](NC(=O)OCC2c3ccccc3-c3ccccc32)C(=O)OC[C@H](Cc2ccccc2)NC1=O)N[C@H](CO)Cc1ccccc1 | -1.4 | 59
COCC(=O)Nc1ccc(N2CCCC2)c(S(=O)(=O)Nc2ccccc2OC)c1 | -1.4 | 66
CN1CCC[C@@H]1CCNC(=O)c1cccc2c1C(=O)c1ccc(N3CCCC3)cc1S2(=O)=O | -3.5 | 70
O=C(Nc1cccc(-c2ccc(N3CCOCC3)nn2)c1)c1ccc([N+](=O)[O-])cc1 | 0.2 | 62
Cc1nc(SCc2nc3ccccc3[nH]2)c2oc3cc(Br)ccc3c2n1 | -2.6 | 47
